IDE act = human IDE activators in live cells, primary screen, fluorescence polarization, HEK cells, FAbeta-B substrate; Insulin-degrading enzyme (Homo sapiens), P14735; FAbeta-B cleavage; 0% vehicle, 100% cell-free pure enzyme wells; activation, % at 5.96 µM; actives 0.073% (n = 340,000); AID 493087, 2011;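 active = activation above the mean of all tested compounds plus 3 SD, set per screening campaign, cut at about 17% in these data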
Target sequence (P14735 whole entry, looked up): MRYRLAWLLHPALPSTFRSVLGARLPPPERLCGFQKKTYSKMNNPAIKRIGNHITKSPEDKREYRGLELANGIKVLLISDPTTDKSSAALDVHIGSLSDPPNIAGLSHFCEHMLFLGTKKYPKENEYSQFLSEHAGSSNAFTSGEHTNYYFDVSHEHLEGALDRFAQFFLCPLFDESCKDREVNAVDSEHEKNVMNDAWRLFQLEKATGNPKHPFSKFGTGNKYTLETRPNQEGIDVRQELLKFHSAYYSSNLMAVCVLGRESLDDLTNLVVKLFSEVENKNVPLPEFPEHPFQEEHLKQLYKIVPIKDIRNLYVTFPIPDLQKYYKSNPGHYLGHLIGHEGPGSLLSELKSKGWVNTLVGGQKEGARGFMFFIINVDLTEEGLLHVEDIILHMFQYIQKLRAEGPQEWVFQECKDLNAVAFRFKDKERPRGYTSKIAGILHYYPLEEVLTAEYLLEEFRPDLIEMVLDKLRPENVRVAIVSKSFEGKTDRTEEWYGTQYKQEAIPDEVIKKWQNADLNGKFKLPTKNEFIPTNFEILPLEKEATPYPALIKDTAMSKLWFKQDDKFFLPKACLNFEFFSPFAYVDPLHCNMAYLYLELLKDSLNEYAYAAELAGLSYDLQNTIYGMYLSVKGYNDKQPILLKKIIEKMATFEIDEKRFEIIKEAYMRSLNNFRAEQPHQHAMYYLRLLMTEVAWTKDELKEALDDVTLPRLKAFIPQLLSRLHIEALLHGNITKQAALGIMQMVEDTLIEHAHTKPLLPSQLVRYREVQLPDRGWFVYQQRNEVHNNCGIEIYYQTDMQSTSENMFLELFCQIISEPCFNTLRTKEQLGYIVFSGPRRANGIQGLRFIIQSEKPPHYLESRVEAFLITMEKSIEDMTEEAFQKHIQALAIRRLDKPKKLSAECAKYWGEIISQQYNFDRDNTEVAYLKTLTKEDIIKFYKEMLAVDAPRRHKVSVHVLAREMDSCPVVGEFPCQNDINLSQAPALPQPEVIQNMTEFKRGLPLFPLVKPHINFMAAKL
CRFR2-BP antag = antagonists of CRF-BP/CRF-R2 complex, primary screen, cell-based, HEK293, calcium dye fluorescence, uHTS; CRF-induced calcium fluorescence; inhibition, % at 11.8 µM; actives 0.59% (n = 350,000); AID 588475, 2011;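 active = inhibition of the ligand-induced calcium signal above about 50% at the single tested concentration, limit read from the data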
VIM-2 inhibitor = VIM-2 metallo-beta-lactamase inhibitors, primary screen, biochemical, epi-absorbance readout, Pseudomonas aeruginosa enzyme | purified VIM-2, nitrocefin hydrolysis, epi-absorbance fluorescence | inhibition, % at 5.6 µM | actives 0.89% (n = 290,000) | AID 1527, 2009;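 active = inhibition above the mean of all tested compounds plus 3 SD, cutoff set per screening run, cut at about 7.5% in these data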;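 note: red hydrolysis product quenches plate fluorescence so inhibitors raise well fluorescence; 0% = enzyme with DMSO and 100% = DMSO without enzyme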
IDE inh = human IDE inhibitors in live cells, primary screen, fluorescence polarization, HEK cells, FAbetaB substrate | Insulin-degrading enzyme (Homo sapiens), P14735 | FAbetaB cleavage | inhibition, % at 5.59 µM | actives 0.41% (n = 320,000) | AID 434962, 2010;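 active = percent inhibition above the average of all tested compounds plus 3 SD, set per screening campaign, cut at about 16% in these data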;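 note: IDE supplied by intact live HEK cells; FP after avidin binding of uncleaved biotin substrate so inhibition keeps polarization high; 0% = DMSO wells and 100% = 60 µM reference IDE inhibitor Ii1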
p-CIP stab down = p/CIP-EGFP fusion destabilizers, primary screen, fluorescence, F442A cells; Q05BA5; 16 h; decrease of EGFP signal, % at 10 µM; actives 0.01% (n = 290,000);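 active = EGFP signal decrease of at least 30% at 10 µM or well 3 SD below plate mean, unless failing retest; inactive = the rest, including hits failing retest or dose response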; note: some compounds called inactive have numbers as strong as hits; many of its hits are not listed in these tables
NS3 helicase inh = inhibitors of HCV NS3 helicase, primary screen, biochemical, Cy5 molecular beacon fluorescence; Hepatitis C virus NS3 helicase; NS3 helicase DNA unwinding; inhibition, % at 10.9 µM; actives 0.56% (n = 290,000);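 active = inhibition above the mean of all tested compounds plus 3 SD, set per campaign, cut at about 35% in these data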;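 note: 0% = DMSO wells and 100% = thioflavine S control wells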
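Measured by: Cy5 fluorescence, 0 and 60 min reads / Assay system: NS3 helicase fragment of HCV / Control set: low DMSO, high thioflavine S at 110 µM / Times: 1 h reaction at 25 °C, ATP-initiated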
IMP-1 inhibitor = IMP-1 metallo-beta-lactamase inhibitors, primary screen, biochemical, epi-absorbance readout, Pseudomonas aeruginosa enzyme; purified IMP-1, nitrocefin hydrolysis, epi-absorbance fluorescence; inhibition, % at 5.6 µM; metallo-beta-lactamase IMP-1 (Pseudomonas aeruginosa); actives 0.45% (n = 290,000);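 active = inhibition above the mean plus 3 SD of all compounds in the same screening run, cut at about 4.5% in these data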;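 note: 0% = IMP-1 with DMSO and 100% = DMSO wells lacking enzyme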
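System: Purified recombinant IMP-1 metallo-beta-lactamase enzyme | Measured by: Fluorescence quenching readout, ex 480/em 530 nm | Replication: Singlicate | Incubation: 15 min preincubation plus 25 min reaction at 25 °C | Evaluation: Percent inhibition from optical density relative to buffer-blank wells | Benchmarks: DMSO with and without IMP-1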
UBC9 SUMO inh = inhibitors of in vitro SUMOylation cascade, primary screen, biochemical, HTRF, uHTS; SUMO-conjugating enzyme UBC9 (Homo sapiens), P63279; HTRF SUMOylation assay, SAE1/SAE2 + UBC9; inhibition, % at 35 µM; actives 0.36% (n = 290,000); AID 2006, 2009; in the data active = inhibition above about 50%, passing the limit was not always enough; note: strong numbers were not always called active
GalR3 antag = GalR3 antagonists in HEK293 cells, primary screen, cell-based, fluorescence readout | Galanin receptor type 3 (Homo sapiens), O60755 | HEK293 GalR3-CNG cAMP membrane potential fluorescence; galR3 body fused to GalR1 C-terminus | inhibition, % at 3 µM | actives 0.44% (n = 360,000);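 active = inhibition above the screen-wide average plus 3 SD, cut at about 13% in these data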;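 note: forskolin and galanin both at EC90 stimulate the cells; cAMP rise reported by CNG channel membrane potential dye signal; 0% = forskolin plus galanin with DMSO and 100% = forskolin alone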
* marks the source's active call; other numbers are inactive results; x = not tested or not shown.

(1) Cc1ccc(OCC(=O)NNC(=O)c2ccccc2OCc2c(C)noc2C)cc1
(2) Cc1cc(C)n(CCn2nc(C)cc2C)n1
(3) NC(=O)c1cc2cc(Cc3ccccc3Cl)ccc2oc1=O
(4) Cn1c(=O)[nH]c(=O)c2c1nc(SCc1ccccc1Cl)n2CC(N)=O
(5) CC(C)CCC(C(=O)O)C(C)CC(=O)NC1CCCCC1 (stereo unspecified)
Compound,1,2,3,4,5
IDE inh,7,5,3,3,4
CRFR2-BP antag,-9,-4,-26,x,9
UBC9 SUMO inh,x,20,9,2,9
VIM-2 inhibitor,x,-2.9,-1.4,-1.4,-1.7
IMP-1 inhibitor,x,-4.3,-1.8,0.2,-7.1
NS3 helicase inh,x,5,-1,10,3
IDE act,7,3,3,-2,2
GalR3 antag,1,0,-6,-9,-5
p-CIP stab down,x,-6,-12,-8,-8

(6) COC(=O)c1cnn(-c2ccc(C)c(C)c2)c1-n1cccc1
(7) CCOCCCn1c(=NC(=O)c2ccc(OC)c(OC)c2)c(C#N)cc2c(=O)n3cccc(C)c3nc21
(8) CC(C(=O)Nc1ccc(F)cc1Cl)N(C)CCOc1ccccc1 (stereo unspecified)
(9) O=C(Cc1ccccc1)NCc1n[nH]c(=S)n1-c1ccccc1
(10) O=C(NC1CCCCCC1)C1c2ccccc2C(=O)N1Cc1ccco1 (stereo unspecified)
Compound,6,7,8,9,10
IDE inh,-1,-2,-1,2,1
CRFR2-BP antag,11,x,-4,-4,4
UBC9 SUMO inh,28,24,6,11,-8
VIM-2 inhibitor,-3.4,-3.2,-0.9,2.1,-1.6
IMP-1 inhibitor,-6.2,-3.6,-1.2,-3.3,-2.5
NS3 helicase inh,3,5,-11,5,4
IDE act,5,x,2,5,3
GalR3 antag,-5,x,-4,-4,-6
p-CIP stab down,-8,-19,0,2,11

(11) CC(C)C(NCC(=O)Nc1ccccc1C(=O)NC1CC1)c1ccccc1 (stereo unspecified)
(12) CCOc1ncccc1C(=O)Nc1ccc(F)c(Cl)c1
(13) O=C(CN(Cc1ccco1)C(=O)Cn1nnc(-c2cccs2)n1)NCc1ccccc1
(14) O=C(NCCC1=CCCCC1)c1ccc(-n2cncn2)cc1
(15) Cc1nnc2sc(SCC(=O)N3CCC(C)CC3)nn2c1=O
Compound,11,12,13,14,15
IDE inh,-1,2,3,-2,2
CRFR2-BP antag,3,3,2,-6,-4
UBC9 SUMO inh,x,-8,19,x,9
VIM-2 inhibitor,x,-3.3,-1.2,x,-2.0
IMP-1 inhibitor,x,-0.9,-2.4,x,-4.6
NS3 helicase inh,x,6,-16,x,10
IDE act,4,2,0,2,3
GalR3 antag,-1,-6,-1,1,-4
p-CIP stab down,x,-3,-8,x,-9

(16) C[C@@H]1CCC2[C@](C)(CO)[C@@H](O)CC[C@]2(C)[C@@]12CC[C@@](CO)(CC(=O)O)O2 (stereo partly specified)
(17) COC(=O)c1ccc(CSc2nnc(Nc3ccc(OC)cc3)s2)o1
(18) CCN(Cc1ccccc1)C(=O)COC(=O)c1cnc(C)cn1
(19) CCN(CC)CCCN(C(=O)c1ccccc1F)c1nc(-c2ccc(OC)cc2)cs1
(20) Cc1ccc(S(=O)(=O)N2CCCC2)cc1C(=O)Nc1ccc(-n2cnnn2)cc1
Compound,16,17,18,19,20
IDE inh,1,3,2,0,-1
CRFR2-BP antag,4,-34,2,-9,0
UBC9 SUMO inh,10,5,2,4,x
VIM-2 inhibitor,-2.3,1.7,1.4,-0.8,x
IMP-1 inhibitor,-1.2,-0.4,-2.5,0.5,x
NS3 helicase inh,-12,-5,-1,-56,x
IDE act,-6,-3,0,4,-2
GalR3 antag,1,-1,-4,-16,-2
p-CIP stab down,-7,-3,6,8,x

(21) O=c1cc2ncc(-c3[nH]ncc3[N+](=O)[O-])cn2[nH]1
(22) CCc1nn(CC(=O)NCCCN2CCOCC2)c(=O)c2cc3cc(F)ccc3n12
(23) CC1(C)Cc2cccc(C(=O)NC3CCN(Cc4ccccc4)CC3)c2O1
(24) CCN1C(=O)[C@H]2[C@@H](c3ccc(-c4ccc5c(c4)OCO5)c(OC)c3)N[C@@](C)(C(=O)OC)[C@H]2C1=O
(25) Cc1nc2sccn2c1-c1csc(NCc2ccccc2)n1
Compound,21,22,23,24,25
IDE inh,1,4,1,-6,1
CRFR2-BP antag,2,-1,-9,-1,3
UBC9 SUMO inh,18,4,-5,x,-6
VIM-2 inhibitor,-2.5,-2.9,-1.6,x,0.7
IMP-1 inhibitor,-3.6,-2.4,-3.1,x,-3.9
NS3 helicase inh,12,-9,1,x,-7
IDE act,7,3,5,5,0
GalR3 antag,-9,-6,2,-2,-8
p-CIP stab down,-8,8,-11,x,-15

(26) CN(C1CCCCC1)S(=O)(=O)c1ccc(=S)[nH]c1
(27) CC(=O)N/C(=C/c1ccc(Cl)cc1)C(=O)NCCc1c[nH]c2ccccc12
(28) CCc1nc2cc3sc(CC)nc3cc2s1
(29) COc1ccc(CNC(=O)C2CCN(C(=O)c3cccc(Cl)c3)CC2)cc1
(30) NNC(=O)CSc1ncc(-c2ccccc2)[nH]1
Compound,26,27,28,29,30
IDE inh,-1,5,1,0,-8
CRFR2-BP antag,-33,2,6,8,-1
UBC9 SUMO inh,x,4,-8,9,0
VIM-2 inhibitor,x,-1.5,-3.0,0.7,-4.4
IMP-1 inhibitor,x,-1.9,-1.6,-1.7,-4.2
NS3 helicase inh,x,4,2,4,6
IDE act,-14,3,4,2,-8
GalR3 antag,0,-3,-1,-1,1
p-CIP stab down,x,-1,1,-13,-4

(31) O=C(Cn1cc(C(F)(F)F)ccc1=O)N/N=C/c1ccccc1
(32) CC(C)c1ccc(C2=NN(c3ccccc3)C(=O)CC2)cc1
(33) CC(C)(C)NC(=O)c1ccc(COCC(F)(F)F)o1
(34) C#CCOCCOCCOCCNc1nc(N2CCN(C(=O)[C@H](CC(N)=O)n3cc([C@@H](N)CC(N)=O)nn3)CC2)nc(N2CCN(C(=O)[C@H](CC(N)=O)n3cc([C@@H](N)CC(N)=O)nn3)CC2)n1
(35) O=C(O)CCCC(=O)Nc1cccc(-c2nc3ccccc3[nH]2)c1
Compound,31,32,33,34,35
IDE inh,1,-3,7,-1,4
CRFR2-BP antag,-7,-14,-2,-2,-1
UBC9 SUMO inh,3,-16,14,x,9
VIM-2 inhibitor,-2.2,-1.5,-1.2,x,-0.4
IMP-1 inhibitor,-3.4,-1.9,-0.8,x,-1.2
NS3 helicase inh,4,3,2,x,1
IDE act,6,2,6,4,4
GalR3 antag,-4,-2,-10,-1,0
p-CIP stab down,-8,2,-6,x,-5

(36) CCCn1c(C(C)Nc2nc(-c3ccc(OC)cc3)cs2)nc2ccccc21 (stereo unspecified)
(37) CN(C)CCCNC(=S)Nc1ccc(Br)cc1
(38) O=[N+]([O-])c1ccc(-n2cccc2/C=N/Nc2nc(N3CCCCC3)nc(N3CCCCC3)n2)cc1
(39) CNCC/C=C1/c2ccccc2CSc2ccccc21
(40) C#CCOCCOCCOCCNc1nc(N2CCOCC2)nc(N2CCN(C(=O)[C@H]([C@@H](C)CC)n3cc(CCCCN)nn3)CC2)n1
Compound,36,37,38,39,40
IDE inh,2,7,0,1,5
CRFR2-BP antag,3,0,x,-20,11
UBC9 SUMO inh,8,5,-9,-8,14
VIM-2 inhibitor,-2.3,-0.6,-1.0,0.5,-1.6
IMP-1 inhibitor,-3.7,-0.8,-2.5,-3.6,-1.0
NS3 helicase inh,-18,-6,2,-22,-37
IDE act,2,0,x,5,-3
GalR3 antag,-2,-4,x,-6,-4
p-CIP stab down,2,0,0,-14,-5

(41) C=CC[C@@H](Cc1ccc(F)cc1)C(=O)OC[C@H]1CCCN1C(=O)[C@@H](CC=C)CC(=O)N(CCO)Cc1ccccc1
(42) COc1cccc(CN(C)CC(=O)Nc2cccc3ccccc23)c1
(43) CCCN1CC(O)=C(C#N)C1=O
(44) Cc1ccc(Cl)cc1N1CCN(S(=O)(=O)c2c(C(=O)N3CCOCC3)c(C)n(C)c2C)CC1
(45) Cc1nonc1OCCNc1ccc([N+](=O)[O-])cc1[N+](=O)[O-]
Compound,41,42,43,44,45
IDE inh,0,0,-3,-7,0
CRFR2-BP antag,13,19,30,-4,46
UBC9 SUMO inh,x,18,-3,-12,4
VIM-2 inhibitor,x,-1.0,0.2,2.9,-2.0
IMP-1 inhibitor,x,-2.2,-2.2,2.1,-1.5
NS3 helicase inh,x,-8,-4,1,-6
IDE act,2,8,4,2,-3
GalR3 antag,-1,-1,-2,-6,1
p-CIP stab down,x,8,11,-2,17

(46) CN(C)S(=O)(=O)c1cccc(NC(=O)COC(=O)CCC(=O)c2cccs2)c1
(47) Cc1ccc(S(=O)(=O)N(CC(=O)N/N=C/c2ccccc2C(=O)O)c2cc(Cl)cc(Cl)c2)cc1
(48) Cc1cc(N2CCCCC2)nc(SCC(=O)c2ccccc2)n1
(49) Cc1cc(C)c2nc(N3CCC(C(=O)NCc4cccnc4)CC3)sc2c1
(50) CCOC(=O)C(CCSC)Nc1nc(Cl)nc(Nc2ccc(Cl)cc2)n1 (stereo unspecified)
Compound,46,47,48,49,50
IDE inh,4,7,-2,1,-2
CRFR2-BP antag,40,-9,-24,-1,1
UBC9 SUMO inh,5,6,26,-6,x
VIM-2 inhibitor,-2.4,1.2,-2.0,-7.7,x
IMP-1 inhibitor,-2.0,-0.9,-3.1,-3.9,x
NS3 helicase inh,-4,28,1,2,x
IDE act,5,5,2,-2,3
GalR3 antag,-4,6,-4,-4,-4
p-CIP stab down,7,-9,-14,-6,x

(51) O=C(Nc1cc([N+](=O)[O-])ccc1C(=O)NCCN1CCOCC1)c1ccccc1
(52) CCc1ccc(NC(=O)Nc2cc(C(=O)NCC3CCCO3)ccc2N2CC3CC(C2)c2cccc(=O)n2C3)cc1 (stereo unspecified)
(53) Cc1noc(C)c1NC(=O)N(C)C[C@H]1Oc2ccc(NC(=O)NC3CCCCC3)cc2C(=O)N([C@H](C)CO)C[C@@H]1C
(54) COc1ccc(NC2CCCN(C(=O)C3(C)CCCCC3)C2)cc1OC (stereo unspecified)
(55) O=C1C(=O)N(CCN2CCOCC2)C(c2ccccn2)/C1=C(/O)c1ccc(Cl)cc1 (stereo unspecified)
Compound,51,52,53,54,55
IDE inh,-4,-5,8,1,0
CRFR2-BP antag,-7,-1,3,-1,-5
UBC9 SUMO inh,1,x,x,-10,6
VIM-2 inhibitor,-2.1,-2.2,x,-2.6,-1.4
IMP-1 inhibitor,-2.0,-0.3,x,-1.4,-3.7
NS3 helicase inh,-13,-1,x,0,7
IDE act,2,2,0,-3,3
GalR3 antag,1,-4,-3,1,-6
p-CIP stab down,0,-3,x,-1,-2

The order is random. About 3.2% of those tested had a hit in this group.
